# Compound activity deposited in PubChem BioAssay by National Center for Advancing Translational Sciences (NCATS).
# HEK293 viab: GF-AFC viability counterscreen for inhibitors of alpha-synuclein gene (SNCA) expression; HEK-293-SNCA-luc viability, GF-AFC fluorescence, 24 h; Potency, µM (titrated, usually from 57.1 µM), for the others: at the top dose activity change, negative = cytotoxicity, actives largely listed as cytotoxic; 0.12% of 150,000 active; AID 1671193, 2021;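 further: potency means the concentration at half of the fitted maximal effect; 0% = DMSO-treated cells and -100% = medium-only wells without cells; nearly all actives have a fitted effect of over 30% in size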
#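 Cytotoxicity counterscreen: after 24 h compound treatment of genome-edited SNCA-luciferase HEK-293 cells, live-cell protease substrate GF-AFC read by fluorescence after 30 min; activity scaled between DMSO (0%) and medium-only (-100%), curves Hill-fitted.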
# FLuc inh: Firefly luciferase inhibition profiling of diverse chemical library using quantitative high-throughput screening. Luciferin 4-monooxygenase (Photinus pyralis), P08659. purified P. pyralis luciferase, luminescence, biochemical. Potency, µM (top dose mostly 115 µM), for inactives: at the top dose activity change, negative = inhibition, actives largely listed as inhibitors. 2.5% of 76,000 active. AID 1347043, 2019; further: potency means the concentration at half of the fitted maximal effect; nearly all actives have a fitted effect of over 65% in size
# Target sequence (P08659 whole entry, looked up): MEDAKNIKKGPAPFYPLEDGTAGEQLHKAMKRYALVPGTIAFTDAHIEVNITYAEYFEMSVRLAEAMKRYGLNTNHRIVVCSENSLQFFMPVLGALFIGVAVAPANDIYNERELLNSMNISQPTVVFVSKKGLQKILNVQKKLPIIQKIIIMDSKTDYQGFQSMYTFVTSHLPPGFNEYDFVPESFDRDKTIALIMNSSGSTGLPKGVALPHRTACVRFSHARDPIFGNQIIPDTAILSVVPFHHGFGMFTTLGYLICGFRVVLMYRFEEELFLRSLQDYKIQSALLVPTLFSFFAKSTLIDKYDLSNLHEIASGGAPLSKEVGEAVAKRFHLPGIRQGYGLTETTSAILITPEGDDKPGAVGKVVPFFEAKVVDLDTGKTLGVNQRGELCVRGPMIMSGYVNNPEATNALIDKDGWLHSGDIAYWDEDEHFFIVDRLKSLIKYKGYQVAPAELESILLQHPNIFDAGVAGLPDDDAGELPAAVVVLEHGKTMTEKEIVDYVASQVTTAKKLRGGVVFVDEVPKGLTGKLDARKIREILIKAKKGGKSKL
#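 Cell-free enzyme assay, 10nM P. pyralis luciferase, luciferin and ATP each at 10uM. Inhibition profiled over a 6-point titration, read as luminescence.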
# IP6K1 inh: Primary qHTS assay for small molecule inhibitors of Inositol hexaphosphate kinase 1 (IP6K1) | activity change, % (series mostly up to about 58 µM) | 0.81% of 140,000 active | IP6K1 kinase, ADP-Glo luminescence, 2 h; stronger effect = lower value; in the data active means activity change below about -25%
#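 ADP-Glo luminescence measures ADP made by human IP6K1 during a 2 h RT reaction with ATP/IP6 (mix at 1.3 mM/130 uM); top library doses 57.5 and 19.1 uM final.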
# GPT2 inhibitor: Primary qHTS assay for inhibitors of Glutamate pyruvate transaminase 2 (GPT2); Recombinant GPT2, coupled pyruvate oxidase/HRP Amplex Red fluorescence; Potency, µM (doses to about 57.7 µM), inactives show at the top dose activity change, negative = inhibition, most hits filed as inhibitors; 0.25% of 100,000 active; further: potency means the concentration at half of the fitted maximal effect; nearly all actives have a fitted effect of over 60% in size; many of its hits are not listed in these tables
# Target sequence (Q8TD30 whole entry, looked up): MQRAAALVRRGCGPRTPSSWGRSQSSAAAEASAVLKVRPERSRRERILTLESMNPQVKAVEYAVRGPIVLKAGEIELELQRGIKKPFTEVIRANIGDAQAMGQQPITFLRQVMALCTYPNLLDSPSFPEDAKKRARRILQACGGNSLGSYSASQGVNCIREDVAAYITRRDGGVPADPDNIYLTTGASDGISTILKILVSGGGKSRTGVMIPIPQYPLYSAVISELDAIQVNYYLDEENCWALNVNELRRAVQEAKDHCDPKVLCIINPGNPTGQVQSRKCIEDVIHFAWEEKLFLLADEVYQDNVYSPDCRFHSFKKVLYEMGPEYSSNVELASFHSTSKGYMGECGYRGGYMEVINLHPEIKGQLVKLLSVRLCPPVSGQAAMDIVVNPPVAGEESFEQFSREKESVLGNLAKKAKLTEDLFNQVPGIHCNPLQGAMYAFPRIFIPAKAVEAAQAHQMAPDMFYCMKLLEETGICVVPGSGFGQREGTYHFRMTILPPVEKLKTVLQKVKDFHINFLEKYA
#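 GPT2 10ng/uL, a-KG 250uM, L-Ala 2mM, HEPES pH7.5 + 0.0001% Tween; 30 min RT. Then Amplex mix (PO/HRP/ThPP), 30 min RT dark, fluorescence. AOA 50uM used as positive control.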
# SNCA expr inhib: Primary qHTS assay for inhibitors of alpha-synuclein gene (SNCA) expression; HEK-293 SNCA-luciferase knock-in, luminescence, 24 h; Potency, µM (series often up to 57.2 µM), for the others: top-dose activity change, negative = inhibition, usual class: inhibitors; 0.17% of 140,000 active;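 further: potency means the concentration at half of the fitted maximal effect; plate controls were DMSO cells for no effect and cell-free wells for full effect; nearly all actives have a fitted effect of over 45% in size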
# HEK293 tox: Cytotoxic Profiling in HEK 293 Cell Line of Diverse Libraries Using Quantitative High-Throughput Screening; HEK 293 viability, ATP luminescence (CellTiter-Glo), 48-72 h; Potency, µM (titrated, usually from 115 µM), for inactives: at the highest dose activity change, negative = cytotoxicity, usual class: inhibitors; 6.6% of 94,000 active; AID 1345083, 2018; further: potency means the concentration at half of the fitted maximal effect; nearly all actives have a fitted effect of over 60% in size
#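 qHTS cytotoxicity; HEK 293, 250 cells/well; compound pinned; 48 or 72 hr, 37 degree Celsius, 5% CO2, 95% humidity; CellTiter-Glo, 10 min RT; luminescence (ATP).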
# NIH3T3 tox: Cytotoxic Profiling in NIH 3T3 Cell Line of Diverse Libraries Using Quantitative High-Throughput Screening; NIH 3T3 viability, CellTiter-Glo ATP luminescence, 48-72 h; Potency, µM (series often up to 96.7 µM), for inactives: at the highest dose activity change, negative = cytotoxicity, hits mostly inhibitors; 4.3% of 94,000 active; further: potency means the concentration at half of the fitted maximal effect; nearly all actives have a fitted effect of over 55% in size
#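 Luminescent ATP readout (CellTiter-Glo, 10 min RT) after 48 or 72 hr compound exposure of NIH 3T3 cells seeded at 400 cells/well in 1536-well format; quantitative HTS.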
# An asterisk follows results filed as active; i = inactive; ? = inconclusive; nt = no result given; & = joins results of further samples; [ ] = another dose, or the depositor's remark. Unless noted, the call rests on the fitted dose curve; in most records, active means well fitted curve in the direction sought with a large enough effect; inconclusive means small, poorly fitted or top-dose-only effect, or another doubt; inactive means no such curve, though single readings can be large; an effect the other way counts as inactive or inconclusive. Unless noted, on the % scale 0 is the no-effect control and ±100 the full control effect. A portion of the library; the hit share may differ from the screen's.
SMILES,HEK293 viab,FLuc inh,IP6K1 inh,GPT2 inhibitor,SNCA expr inhib,HEK293 tox,NIH3T3 tox
CC(=O)c1cccc(NC(=O)c2cnn(-c3cccc(C)c3)c2-n2cccc2)c1,14.8%,nt,32.3,nt,-3.8%,nt,nt
N#CC1CCN(C(=O)C2CCCN(c3nc4ncccc4o3)C2)CC1 (stereo not given),11.1%[87.6 µM],-0.6%[172 µM],10.5,-9.5%[88.5 µM],41.7%[activator][87.6 µM],-9.9%[172 µM],-12.8%[138 µM]
O=C1CCN(S(=O)(=O)c2ccccc2)CCCC(C(=O)NCCN2CCOCC2)CCN1 (stereo not given),0.0%,3.4%,0.2,i,-3.9%,4.3%,i
COC[C@@H]1CN(S(=O)(=O)c2ccccc2F)C[C@H]1c1nc(C)no1,-11.1%,3.9%,-8.5,2.5%,29.5%,-3.3%,i
CSc1cccc(Nc2cc(C(=O)NCCCN(C)c3ccccc3)c3ccccc3n2)c1,10.3%,nt,-9.5,nt,21.7%,nt,nt
Cc1ccc2ncc(C(=O)c3ccc(C)c(C)c3)c(S(=O)(=O)c3ccccc3)c2c1,-2.5%,nt,-3.7,nt,-27.1%,nt,nt
CCOc1ccc(C(=O)Nc2cccc(-c3nnc4n3CCCC4)c2)cc1,-12.6%,25.1µM*,6.4,i,66.1%[activator],?,?
COc1ccc(C(=O)NC[C@@H]2C=C(C)[C@H](Cc3nnc(-c4ccncc4)o3)C[C@H]2C(C)C)cc1,-28.6%,0.0%,31.1,3.6%,-14.1%,50.1µM*,?
CCOC(=O)c1cc(-c2ccc(F)cc2)n(CCC(=O)Nc2nc3cc(C)c(C)cc3s2)c1C,15.5%,nt,10.2,nt,-18.5%,nt,nt
CCCS(=O)(=O)N1CC(c2nc(Cc3cccnc3)no2)C1,3.9%,nt,19.7,-5.1%,-7.3%,-8.5%,-37.1%
O=C(NC[C@H]1O[C@@H](CO)[C@@H](O)[C@H]1N1CCN(c2ccccn2)CC1)Nc1ccc(F)cc1F,-1.7%,-16.1%,0.2,-18.8%,-2.1%,-22.7%,?
CSc1ncc(CN2CCOC(Cc3cccc(C(F)(F)F)c3)C2)cn1 (stereo not given),-12.1%,2.9%,0.5,i,-18.5%,22.4µM*,28.2µM*
Cc1cccc(NC(=O)Cn2cnc(S(=O)(=O)N3CCCC3)c2)c1C,-12.2%,nt,-10.2,nt,-17.8%,nt,nt
COc1cccc(-c2nn(C)c3sc(C(=O)NCCc4ccc(Cl)cc4)cc23)c1,-2.6%,nt,16.6,nt,-7.4%,nt,nt
CCOC(=O)c1c(C)sc(-c2c(-c3cc(C)ccc3C)[nH]c3c2c(=O)n(C)c(=O)n3C)c1O,-16.3%,nt,-0.7,nt,?,nt,nt
Cc1nn2c(c1-c1ccccc1Oc1ccccc1)N(Cc1ccccc1O)CCC2,?,-6.1%[172 µM],15.2,-23.7%[88.5 µM],2µM*,10µM*,11.2µM*
COc1ccccc1Nc1ccnc(N2CCN(C(=O)c3ccccc3)CC2)n1,-10.2%,nt,5.0,4.7%,-20.9%,?,35.5µM*
O=C(Cc1cccc(Cl)c1)N1CCC2(CC1)CC(c1cccc(C(F)(F)F)c1)=NO2,nt,nt,11.2,nt,nt,28.2µM*,?
CCCCCSc1nc2sc3c(c2c(=O)n1-c1ccccc1)CCN(C(C)=O)C3,-28.2%,nt,-10.0,nt,-11.1%,nt,nt
Cn1ccnc1C(O)c1cc2n(n1)CCN(c1ncnc3nc[nH]c13)C2 (stereo not given),-3.9%,4.5%,-5.6,i,?,0.6%,-4.6%
COCC(=O)N[C@H]1C[C@@H](CO)N(Cc2cn[nH]c2-c2ccccc2)C1,6.1%,1.0%,1.1,1.0%,4.6%,-1.7%,i
CN1CCC(Oc2ccc(NC(=O)c3ccncc3)cn2)C1 (stereo not given),3.4%,-0.5%,30.2,-7.7%,-4.2%,9.8%,i
c1ccc2c(c1)CCC(N1CCN(Cc3cc4n(n3)CCCNC4)CC1)C2 (stereo not given),-13.7%,-5.7%,27.8,i,-15.3%,?,?
COc1ccc2nc3n(c2c1)[C@@H](CNC1CCCCC1)COC3,-20.7%[87.6 µM],-9.9%[172 µM],9.9,i,-17.7%[87.6 µM],?,39.8µM*

# Some of these compounds in order of molar mass, ascending:
SMILES,HEK293 viab,FLuc inh,IP6K1 inh,GPT2 inhibitor,SNCA expr inhib,HEK293 tox,NIH3T3 tox
Cn1ccnc1C(O)c1cc2n(n1)CCN(c1ncnc3nc[nH]c13)C2 (stereo not given),-3.9%,4.5%,-5.6,i,?,0.6%,-4.6%
COc1cccc(-c2nn(C)c3sc(C(=O)NCCc4ccc(Cl)cc4)cc23)c1,-2.6%,nt,16.6,nt,-7.4%,nt,nt
O=C(Cc1cccc(Cl)c1)N1CCC2(CC1)CC(c1cccc(C(F)(F)F)c1)=NO2,nt,nt,11.2,nt,nt,28.2µM*,?

# Going on with the list.
SMILES,HEK293 viab,FLuc inh,IP6K1 inh,GPT2 inhibitor,SNCA expr inhib,HEK293 tox,NIH3T3 tox
COc1cccc(CNC(=O)c2cn3cc(-c4ccc(C(F)(F)F)cc4)sc3n2)c1,4.6%,nt,-11.4,i,12.6%,-2.7%,-14.3%
COC(=O)c1ccc(Cl)cc1NC(=O)NC(C)c1c(-n2cccc2)sc(C)c1C (stereo not given),5.5%,nt,-6.5,nt,4.6%,nt,nt
COC[C@@H]1CN(c2cnccn2)C[C@H]1C(=O)NCc1ccc(C)c(C)c1,-18.9%,-2.1%,13.5,i,-11.8%,?,-1.4%
CCN1CCN(CCNC(=O)C23CCCC=C2N(C2CCCC2)C(=O)CC3)CC1 (stereo not given),0.4%,-29.3%,-2.6,-7.4%,40.1%[activator],-14.4%,-14.1%
CC(C)Cn1cncc1CN1CCC2(CC1)C(C(=O)O)CC(=O)N2C (stereo not given),-6.1%,4.2%,25.9,i,1.3%,-5.2%,i
O=C(c1ccc2nc[nH]c2c1)N1CCC(CO)(CCCc2ccccc2)CC1,-3.7%,15.7%,15.0,0.6%,-10.0%,25.1µM*,-22.8%
CN(C)Cc1ccc(-c2cc(-c3ccc(=O)[nH]c3)c3cncn3c2)cc1,-1.6%[87.6 µM],-14.7%[172 µM],2.3,3.1%[88.5 µM],15.9%[87.6 µM],?,?
CCC1=C(C(=O)OC)C(c2cccc(F)c2)N2C(CC(=O)N3CCC(C)CC3)=CSC2=N1 (stereo not given),-29.9%,-5.4%,-4.7,i,-4.3%,?,?
COCC1(CNC(=O)c2cccnc2)C[C@@H](O)[C@@H](O)C1 (stereo not given in full),0.7%[87.6 µM],-17.7%[172 µM],-3.9,3.3%[88.5 µM],-19.3%[87.6 µM],-23.0%[172 µM],-12.3%[174 µM]
CCCCc1ccc(NC(=O)Cn2c(C)cc3nc4n(c(=O)c32)CCCCC4)cc1,-0.8%,-0.4%,1.7,i,-8.4%,?,?
COc1ccc(N2CCN(C(=O)c3ccc4c(=O)n(CCc5ccc(OC)c(OC)c5)c(=O)[nH]c4c3)CC2)cc1,8.3%,nt,-1.6,nt,17.6%,nt,nt
Cc1ccc(Nc2c(-c3ccc(C)o3)nc3cccc(C)n23)cc1,?,nt,-10.7,nt,41.7%[activator],nt,nt
O=C(NC1CCCN(c2cc(-c3ccc(F)cc3)[nH]n2)C1)c1ccc2ncccc2c1 (stereo not given),-13.9%,4.47µM*,0.0,?,1.7%,?,?
COc1ccc(CN(Cc2ccco2)C(=O)COc2ccc(Cl)cc2C)cc1,-13.1%,nt,22.1,nt,16.2%,nt,nt
CCOc1ccc(NC(=O)c2c(NCc3ccc(C)o3)sc3c2CCC(C)C3)cc1 (stereo not given),-0.8%,nt,16.0,nt,-2.5%,nt,nt
O=C(c1ccccc1)N1CCC2(CC1)CCN(Cc1cccs1)c1ccccc1O2,-6.2%,-11.1%,12.8,i,-10.2%,?,?
CCc1nc2c(c(-c3ccc(OC)cc3)n1)CCN(C(=O)c1ccc3c(c1)OCO3)CC2,-3.4%,nt,-2.1,-2.0%,0.6%,-3.1%,-22.0%
O=C(c1cc(-c2ccccc2)n[nH]1)N1CCCC(Cc2noc(-c3cccnc3)n2)C1 (stereo not given),-11.1%,-17.7%,-2.9,-7.7%,-2.9%,-28.5%,?
COc1cccc(-c2noc(CC3CCN(C(=O)c4cc(Cl)ccc4F)CC3)n2)c1,?,-16.4%,-23.7,3.2%,?,?,?
COCCN1C(=O)N(Cc2cccc3ccccc23)C(=O)C12CCN(Cc1cn(C)nc1C)CC2,3.1%,-1.4%,9.7,i,26.4%,-28.4%,-13.7%
Cc1ccsc1CN1CCc2[nH]nc(C(=O)N3CCOCC3)c2C1,?,3.3%,-1.9,i,18.4%,-3.8%,i
CCNC(=O)N1CCC(c2noc(-c3cccnc3)n2)C1 (stereo not given),8.4%,-7.4%,-6.9,i,-2.3%,-3.4%,-21.3%
COCCCNC(=O)C1CCCN(c2nccc(Nc3ccccc3F)n2)C1 (stereo not given),-4.5%[12.5 µM],nt,5.1,i,-28.8%,?,?
CC1(COc2ccc3c(c2)ncn3-c2ccc3cccc(N4CCC(N)CC4)c3n2)COC1,?,nt,-7.3,1.3%&0.5%,?,nt,nt
Cc1ccccc1C(=O)NCCc1csc(-c2ccc(C(F)(F)F)cc2)n1,7.3%,nt,-17.0,nt,13.2%,nt,nt
COCCCNC(=O)c1ccc(NC(=O)c2nsc3ccccc23)cc1,-9.9%,nt,248.3,nt,87.0%[activator],nt,nt
Cc1ccc(-c2nc3ccccn3c2Nc2ccc3c(c2)OCO3)cc1,-16.5%,nt,-11.9,nt,42.0%[activator],nt,nt
CCCc1nnc(NC(=O)c2nc(SCC)ncc2Cl)s1,-5.6%,nt,-11.9,nt,-6.5%,nt,nt
COc1ccccc1Nc1ncc2c(n1)CN([S+](=O)([O-])c1ccccc1)CCN2,-6.5%[87.6 µM],-4.1%[172 µM],-10.2,i,-18.2%[87.6 µM],100µM*,?
Cc1ccc(S(=O)(=O)NCCc2nnc3ccc(SCc4cccc(F)c4)nn23)cc1,-20.2%,nt,15.3,nt,-6.6%,nt,nt
O=C1CCN(C[C@@H](O)COCc2ccccc2)c2ccc(F)cc2CN1C1CCCC1,nt,nt,3.9,nt,nt,?,?
COCC(=O)N(C1CCOCC1)C1CCN(C(=O)c2ccc(OC)nc2)CC1,8.8%,-7.3%,0.0,i,5.5%,-8.6%,?
